Source: PubChem (several laboratories)
Mac1 fbg enh: CD11b/CD18-fibrinogen binding enhancement. AID 1499. activation, % at 10 µM. hit rate 0.07% among 93,000. P05107+P11215. K562 CD11b/CD18 adhesion to fibrinogen, ATPlite luminescence;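 active = 10 µM primary screen giving 50% or more activity, confirmed by 40% or more on retest at that dose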; note: strong numbers were not always called active
FAK inh: inhibitors of human focal adhesion kinase; Q05397; biochemical FAK kinase activity assay; inhibition, %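 (tested at 7 µM)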; hit rate 0.84% among 97,000; AID 727; in the data active = inhibition above about 19%;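 note: 0% = DMSO and 100% = reference compound high control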
ERb SRC1 inh: blocks coactivator binding to human estrogen receptor beta; Q92731; TR-FRET ER-beta LBD / SRC1-Cy5 peptide binding; receptor agonist-loaded with 1 µM estradiol; inhibition, % at 25.6 µM; hit rate 1.3% among 86,000;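 active = compounds whose percent inhibition of the receptor-coactivator binding signal exceeds about 50% in the single-dose screen, limit read from the data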;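 note: 0% = receptor plus peptide wells without compound and 100% = peptide-only wells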
PLK1 kinase inh: blocks human PLK1 kinase activity. P53350. recombinant PLK1 kinase, TR-FRET peptide phosphorylation. inhibition, % at 10 µM. hit rate 0.53% among 97,000. AID 619;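 active = inhibition of 50% or more in the single-concentration screen; inactive = inhibition below 50%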;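 note: 0% = DMSO max control and 100% = H-89 dihydrochloride min control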
PLK1 PBD inh: inhibitors of human Plk1 polo box domain binding; hit rate 0.13% among 97,000; P53350; AID 693; inhibition, %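 (tested at about 20 µM)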; Plk1 PBD phosphopeptide binding, fluorescence polarization; in the data active = inhibition above about 34%, passing the limit was not always enough
HIV Rev-RRE inh: HIV Rev-RRE protein-RNA interaction inhibition; Rev peptide-RRE RNA binding, FRET; inhibition, % at 8 µM; hit rate 0.79% among 97,000;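 active = inhibition above the screen-wide mean plus 3 SD, cut at about 35% in these data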;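 note: 0% = median DMSO wells and 100% = median Neomycin B control wells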
Target sequence (P05866 whole entry, looked up): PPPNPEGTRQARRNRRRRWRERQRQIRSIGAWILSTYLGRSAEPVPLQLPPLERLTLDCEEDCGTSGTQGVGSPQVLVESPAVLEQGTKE
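Test system: Cy5-tagged RRE RNA duplex with fluorescein-tagged Rev peptide; Probe or stimulus: labelled Rev peptide; Schedule: 5 min preincubation and 15 min binding, 25 °C; Signal: FRET fluorescence readout; Evaluation: % inhibition from 671/540 nm acceptor-to-donor ratio, scaled between controls; Control set: DMSO and neomycin B.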
ERa SRC1 pot: ER-alpha (human) coactivator binding potentiation | P03372 | TR-FRET ERalpha-LBD/SRC-Cy5 coactivator binding, 2 h; 100 = basal binding, no effect | coactivator binding (% of control), % at 25.6 µM | hit rate 1.3% among 86,000; in the data active = activity above about 200%;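 note: binding measured in presence of low estradiol as agonist stimulus; 0% = peptide alone without receptor and 100% = receptor with peptide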
Target sequence (P03372 whole entry, looked up, the tested form may be a part): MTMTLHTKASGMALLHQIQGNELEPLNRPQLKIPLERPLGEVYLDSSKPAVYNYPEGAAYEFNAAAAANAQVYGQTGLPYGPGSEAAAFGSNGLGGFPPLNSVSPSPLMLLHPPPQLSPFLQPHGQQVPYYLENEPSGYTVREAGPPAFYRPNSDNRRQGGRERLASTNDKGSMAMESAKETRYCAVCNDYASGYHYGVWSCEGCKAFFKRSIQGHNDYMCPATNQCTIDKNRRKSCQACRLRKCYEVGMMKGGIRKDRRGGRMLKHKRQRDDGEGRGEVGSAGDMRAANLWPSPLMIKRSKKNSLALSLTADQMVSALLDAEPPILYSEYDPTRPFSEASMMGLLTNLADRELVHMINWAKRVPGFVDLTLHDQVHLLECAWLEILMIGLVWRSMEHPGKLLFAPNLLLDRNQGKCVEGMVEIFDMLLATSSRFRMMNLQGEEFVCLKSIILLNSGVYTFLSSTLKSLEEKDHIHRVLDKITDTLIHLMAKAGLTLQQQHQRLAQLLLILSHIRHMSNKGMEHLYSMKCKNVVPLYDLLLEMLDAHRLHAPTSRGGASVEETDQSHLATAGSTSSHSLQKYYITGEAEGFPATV
CD11b adhes inh: CD11b/CD18-fibrinogen binding inhibition | K562 CD11b/CD18 adhesion to fibrinogen, ATPlite luminescence; Mn2+ added to activate the integrin | hit rate 0.54% among 93,000 | inhibition, % at 10 µM;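 active = primary inhibition of 50% or more at 10 µM, then 40% or more on retest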; note: some results filed as inactive read as strong as hits
ERa coact inh: blocks coactivator binding to human estrogen receptor alpha | P03372 | TR-FRET ER-alpha LBD / SRC-1 peptide, estradiol-bound | inhibition, % at 25.6 µM | hit rate 1.7% among 86,000 | AID 629; in the data active = inhibition above about 50%;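 note: 0% = receptor plus peptide control and 100% = peptide only without receptor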
The depositor's hits bear a star; x = no result given; [ ] = another dose, or the depositor's remark.

SMILES	Mac1 fbg enh	FAK inh	ERb SRC1 inh	PLK1 kinase inh	PLK1 PBD inh	HIV Rev-RRE inh	ERa SRC1 pot	CD11b adhes inh	ERa coact inh
CCCc1nnc(NC(=O)CCC(=O)N2CCN(CCn3c(C)ccc3C)CC2)s1	-1	-4	-8	-4	2	-2	132	14	-6
COc1c(Cl)cc(C(=O)Nc2ccc(Cl)cn2)cc1Cl	0	2	-3[fluorescence artefact?]	-2	14	5	124[fluorescence artefact?]	-31	-6[fluorescence artefact?]
C/C(O)=C\c1nc2ccccc2oc1=O	x	-5	x	124*	9	-1	x	x	x
Cc1ccc(/C=N/N2CCN(Cc3ccc(Cl)cc3)CC2)o1	-3	0	-30	-7	-3	0	110[fluorescence artefact?]	-14	-1
COc1ccc(-c2nc(C#N)c(NCc3ccc(C)cc3)o2)cc1OC	-2	2	-35	8	10	3	94	4	-26
Nc1cccnc1Sc1ccc(Cl)cc1	8	2	x	-8	-19	4	x	-3	x
COc1ccccc1N1CCN(C(c2cccs2)C(C)NC(=O)c2cccs2)CC1 (stereo not drawn)	x	-1	-22	-9	-30	1	109	x	-20
Cc1cc(C2=CC(C)(c3cc(C)oc3C)Nc3nc(C(F)(F)F)nn32)c(C)o1 (stereo not drawn)	-3	-3	9	-9	-2	5	109[fluorescence artefact?]	10	9
O=C(CSc1nc2ccccc2c(=O)[nH]1)N1CCN(S(=O)(=O)c2ccccc2)CC1	x	3	-4	-9	-22	2	98	x	-3
CCOCCCn1c(=N)c(C(N)=S)cc2c(=O)n3cccc(C)c3nc21	x	2	0	-13	5	4	91	x	9
O=C(Nc1cccc(F)c1)C1CC(=O)N(c2ccc(Br)cc2)C1 (stereo not drawn)	1	-1	0	-8	2	11	121	-20	2
O=C(O)c1ccccc1C(=O)N1CCN(c2cccc(Cl)c2)CC1	x	15	-6	-9	8	2	120	x	-4
Cc1noc(C)c1COC(=O)c1cc(C)n(-c2ccccc2)c1C	x	4	-14	-10	23	4	104	x	-2
O=[N+]([O-])c1ccc(N2CCN(S(=O)(=O)c3ccc(Cl)cc3)CC2)cc1NCc1cccnc1	-3	2	x	-7	-10	3	x	2	x
O=C(Cc1ccc(F)cc1)NC1CCCC1	1	2	2	1	-37	6	98	-2	-6
CCN1C(=O)CC(N2CCN(c3ccc(C(=O)c4ccccc4)cc3)CC2)C1=O (stereo not drawn)	-2	-3	1[fluorescence artefact?]	-13	-1	8	100	28	8[fluorescence artefact?]
Cc1ccc(SC(C)C(=O)Nc2ncn[nH]2)cc1 (stereo not drawn)	-2	1	-7	-8	32	5	96	-18	-21
COc1cccc(C2c3c(oc4cc(C)c(C)cc4c3=O)C(=O)N2CCCN(C)C)c1 (stereo not drawn)	3	-7	2	-1	9	1	119	-14	-1
Cc1cc(Nc2ncc(Cl)cc2Cl)n[nH]1	-1	6	10	0	8	9	99	-7	6
O=C(NCc1ccccc1F)C1CCN(C(=O)NCc2ccccc2)CC1	-1	1	-2	-7	-11	1	122	-11	-2
CN(C)c1ccc(/C=C/c2ccncc2)cc1	1	0	-8	-20	-19	72*	138[fluorescence artefact?]	-26	-10
CC(=O)Oc1oc(-c2ccccc2)nc1C=Nc1ccccc1	0	1	1	-7	-18	7	64[fluorescence artefact?]	-3	11
CCC1(C)Cc2c(sc3nnn(CC(=O)Nc4ccc(Cl)cc4)c(=O)c23)CO1 (stereo not drawn)	2	3	x	1	-26	10	x	-3	x
CCC(=O)N(Cc1cc2c(C)ccc(C)c2[nH]c1=O)C1CCCCC1	9	0	4	-7	-22	3	109	-22	0
CCOC(=O)Cn1nc(C)n(-c2ccc(C(C)(C)C)cc2)c1=O	x	-2	x	-15	-26	-3	x	x	x
CCSc1nnc(-c2cnn(-c3ccccc3)c2-n2cccc2)n1C	3	1	12	0	3	-3	88	17	5
Cc1nc(CN2CCCC2=NC#N)n(-c2ccccc2)n1	-1	-2	-2	-11	-8	10	108	0	1[fluorescence artefact?]
C/C(=N\NC(=O)Cc1ccc(Cl)cc1)c1ccccn1	x	6	x	-16	4	2	x	x	x
CC1(C)CC2CC(C)(CN2S(=O)(=O)c2cccc(N)c2)C1 (stereo not drawn)	x	-4	0	-5	-12	4	237*[fluorescence artefact?]	x	-8
COC(=O)c1ccc(CSc2ccc3nnc(-c4ccccn4)n3n2)o1	1	-1	10[fluorescence artefact?]	3	-16	8	100	-5	7
CCOC(=O)N1N=C(c2ccc(C)cc2)CC1(O)C(F)(F)F (stereo not drawn)	-4	-3	x	-18	19	2	x	2	x
OC(COc1ccc(OCc2ccccc2)cc1)CN1CCCCC1 (stereo not drawn)	10	-1	-2	-11	-14	-6	109	-35	-4
CCOC(=O)c1ccc(NS(=O)(=O)c2ccc3[nH]c(=O)[nH]c3c2)cc1	-1	4	2	-10	-2	12	91	-11	3
CC(=O)c1ccccc1NC(=O)CSc1nnc2ccccn12	-1	-2	-10[fluorescence artefact?]	-9	-10	11	98	-1	-7
O=C(Nc1ccc2c(c1)OCO2)c1cccc(F)c1	0	-1	-8	-3	-9	10	116	5	3
COc1cccc(-c2cc(C(=O)N3CCCCCC3)no2)c1	0	-9	-7	-10	-22	0	107	23	2
C=CCn1c(COc2ccccc2F)nnc1SCC(=O)Nc1cc2oc3ccccc3c2cc1OC	4	2	-8	-11	2	1	101	18	-8
Cc1ccc(NC(=O)CC2SCCNC2=O)cc1Cl (stereo not drawn)	2	x	-1	x	x	x	121	-23	6
CCCN1C(=O)c2cc(C(=O)O)ccc2C1O (stereo not drawn)	1	-6	-7[fluorescence artefact?]	-8	18	1	129	-13	4
C=CCn1c(-c2ccc(N)cc2)nc2ccccc21	2	6	-8	-1	7	4	101[fluorescence artefact?]	5	-5
COc1ccc(OC)c(-c2cc(C3CCN(c4cc(Cl)nc(N)n4)CC3)[nH]n2)c1	x	-2	x	-8	8	3	x	x	x
COc1ccc(-c2nc3c(c(=O)n(C)c(=O)n3C)n2CC2CC(c3ccccc3)=NO2)cc1OC (stereo not drawn)	x	-1	-2	-1	-3	0	100	x	2[fluorescence artefact?]
C=CCn1c(SCn2nnc3ccccc3c2=O)nnc1-c1ccc(Br)cc1	0	-10	-7	-10	-21	3	112	8	-5
CN(c1ccccc1)S(=O)(=O)c1cc(C(=O)N2CCN(c3ccccn3)CC2)ccc1Cl	-5	-3	-6	1	-9	8	91	-16	-5
COc1ccc(C(=O)c2oc3ccccc3c2N)cc1	22	3	-2[fluorescence artefact?]	-5	14	4	80[fluorescence artefact?]	-9	-6[fluorescence artefact?]

Full records as entered above. Order of screens: Mac1 fbg enh | FAK inh | ERb SRC1 inh | PLK1 kinase inh | PLK1 PBD inh | HIV Rev-RRE inh | ERa SRC1 pot | CD11b adhes inh | ERa coact inh
Profile of Cc1ccc(NC(=O)CC2SCCNC2=O)cc1Cl (stereo not drawn) = 2 | x | -1 | x | x | x | 121 | -23 | 6
Profile of CC(=O)c1ccccc1NC(=O)CSc1nnc2ccccn12 = -1 | -2 | -10[fluorescence artefact?] | -9 | -10 | 11 | 98 | -1 | -7
Profile of O=C(Nc1ccc2c(c1)OCO2)c1cccc(F)c1 = 0 | -1 | -8 | -3 | -9 | 10 | 116 | 5 | 3
Profile of OC(COc1ccc(OCc2ccccc2)cc1)CN1CCCCC1 (stereo not drawn) = 10 | -1 | -2 | -11 | -14 | -6 | 109 | -35 | -4

More entries follow:
SMILES	Mac1 fbg enh	FAK inh	ERb SRC1 inh	PLK1 kinase inh	PLK1 PBD inh	HIV Rev-RRE inh	ERa SRC1 pot	CD11b adhes inh	ERa coact inh
CN(C)c1nc(SCCOC(=O)COc2ccc(Cl)cc2Cl)nc(N(C)C)n1	1	-3	5[fluorescence artefact?]	-6	25	11	96	-8	2
CCN(CC)C(=O)c1ccc2c(=O)n(CCOC)c(=S)[nH]c2c1	5	2	-13	-11	-14	2	103	-9	-4
CC(C)N1C[C@@]23C=C[C@@H](O2)C(C(=O)OCc2ccccc2)[C@H]3C1=O (stereo partly drawn)	-4	0	-13	-9	-10	3	96	-4	-6
CCOC(=O)c1ccccc1NC(=O)c1ccccc1SC	0	1	-3	-7	6	11	69	-2	-3
CCC(=O)N1c2ccccc2NC2=C(C(=O)CCC2)C1c1ccc(N(C)C)cc1 (stereo not drawn)	0	-1	-1	2	12	-5	112[fluorescence artefact?]	5	1
COCCCNC(=O)C(Cc1ccccc1)NS(=O)(=O)c1ccc2c(c1)c(=O)n(C)c(=O)n2C (stereo not drawn)	1	x	-8	x	x	x	101	45	2
CCc1ccc(NC(=O)CSc2nnc(Cc3cccn3C)n2-c2ccc(F)cc2)cc1	1	x	-9	x	x	x	92	-2	3
CCOC(=O)N1CCN(C(=O)CSCC(=O)Nc2nc(-c3ccccc3)cs2)CC1	x	0	-28[fluorescence artefact?]	-8	-11	5	97[fluorescence artefact?]	x	-28
Cc1csc(SCc2c(C(=O)O)oc3ccccc23)n1	x	-4	-1[fluorescence artefact?]	-6	27	7	96	x	7[fluorescence artefact?]
COc1ccc(NC(=O)CC2C(=O)N(CCc3ccccc3)C(=S)N2Cc2cccnc2)cc1 (stereo not drawn)	x	0	x	5	-12	14	x	x	x
CCOC(=O)C1CCCN(C(=O)c2cn(CC)c3ccc(S(=O)(=O)N4CCCC4)cc3c2=O)C1 (stereo not drawn)	-4	-4	-7	-4	18	-3	114	-12	-9
FCCCOc1ccc(/C=N/OCc2ccc(Cl)cc2Cl)cc1	x	8	x	-10	-1	17	x	x	x
CCOc1ccc(OCCOCCOc2c(Cl)cccc2Cl)cc1	x	1	x	-3	-4	20	x	x	x
O=[N+]([O-])c1nn(-c2ccccc2)n(O)c1=NCc1ccc2c(c1)OCO2	x	-11	x	-10	10	-3	x	x	x
O=C(c1coc2ccc(O)cc12)C1CC1	4	0	17[fluorescence artefact?]	9	-19	5	89	-12	8[fluorescence artefact?]
Cc1nc2nc(-c3cccnc3)[nH]n2c(=O)c1Cc1ccccc1	-2	-1	0[fluorescence artefact?]	0	-1	0	132	-8	6
Cc1ccc(NC(=O)C2CCCN2C(=O)NC2CCCCC2)c(C)c1 (stereo not drawn)	x	-1	-12	-14	-6	1	98	x	-6
O=c1ccnc(S/C=C/c2ccccc2)[nH]1	-1	-4	3	-13	-22	2	81	14	2
CS(=O)(=O)N1CCN(Cc2ccc(C(F)(F)F)cc2)CC1	4	-1	x	-3	-11	11	x	-35	x
O=C(N1CCCCCC1)N1CCN(C(=O)N2CCCCC2)CC1	1	0	1	-7	14	2	149	4	-6[fluorescence artefact?]
O=C(CN1CCSCC1)N/N=C/c1ccc(F)cc1	-2	-2	5	6	0	2	115	12	1
Cc1nc(SCc2ccccc2)c(C(F)(F)F)c(=O)[nH]1	-2	1	-7	0	13	1	116[fluorescence artefact?]	-17	4[fluorescence artefact?]
COc1cccc(N2C(=O)C3CC=C(Cl)CC3C2=O)c1 (stereo not drawn)	0	-2	-1	-9	16	7	119	-3	-8
Cc1nc2c(-c3ccc(F)cc3)c(C)nn2c(C)c1CCC(=O)N1CCC(Cc2ccccc2)CC1	9	1	14[fluorescence artefact?]	-1	-8	1	84	0	30[fluorescence artefact?]
CN(C)c1ccc(C(=S)N2CCN(c3ccccc3)CC2)cc1	-2	2	-2	-21	28	6	115	-4	1
CC1=NN(c2nc(-c3ccc(F)cc3)cs2)C(=O)C1	x	-3	x	-12	-17	-1	x	x	x
S=C(NCCc1ccccc1)Nc1ccc(Cl)cc1Cl	-1	-2	x	1	-13	-2	x	20	x
O=C(N/N=C/c1cccn1-c1ccc([N+](=O)[O-])cc1)C(O)c1ccccc1 (stereo not drawn)	-3	-2	x	-1	4	-1	x	-38	x
CC1(C)Cc2cccc(OCC(=O)N3CCN(S(=O)(=O)c4ccccc4F)CC3)c2O1	-6	-1	6	7	15	3	117	8	-2[fluorescence artefact?]
